KDM5B inh: blocks human KDM5B histone demethylase activity | Q9UGL1 | KDM5B demethylase, FDH-coupled NADH fluorescence (FDH is formaldehyde dehydrogenase) | Potency, µM (highest dose often 57.7 µM), without a hit: at the top dose activity change, negative = inhibition, most hits filed as inhibitors | 220,000 compounds, 2.6% hits | AID 1347165; active = well fitted inhibition curve with a large enough effect; inconclusive = small, poorly fitted or top-dose-only effect; inactive = no such curve, though single readings can be large or run the other way; note: 0% is about no effect; nearly all actives have a fitted effect of over 70% in size
Target sequence (Q9UGL1 whole entry, looked up): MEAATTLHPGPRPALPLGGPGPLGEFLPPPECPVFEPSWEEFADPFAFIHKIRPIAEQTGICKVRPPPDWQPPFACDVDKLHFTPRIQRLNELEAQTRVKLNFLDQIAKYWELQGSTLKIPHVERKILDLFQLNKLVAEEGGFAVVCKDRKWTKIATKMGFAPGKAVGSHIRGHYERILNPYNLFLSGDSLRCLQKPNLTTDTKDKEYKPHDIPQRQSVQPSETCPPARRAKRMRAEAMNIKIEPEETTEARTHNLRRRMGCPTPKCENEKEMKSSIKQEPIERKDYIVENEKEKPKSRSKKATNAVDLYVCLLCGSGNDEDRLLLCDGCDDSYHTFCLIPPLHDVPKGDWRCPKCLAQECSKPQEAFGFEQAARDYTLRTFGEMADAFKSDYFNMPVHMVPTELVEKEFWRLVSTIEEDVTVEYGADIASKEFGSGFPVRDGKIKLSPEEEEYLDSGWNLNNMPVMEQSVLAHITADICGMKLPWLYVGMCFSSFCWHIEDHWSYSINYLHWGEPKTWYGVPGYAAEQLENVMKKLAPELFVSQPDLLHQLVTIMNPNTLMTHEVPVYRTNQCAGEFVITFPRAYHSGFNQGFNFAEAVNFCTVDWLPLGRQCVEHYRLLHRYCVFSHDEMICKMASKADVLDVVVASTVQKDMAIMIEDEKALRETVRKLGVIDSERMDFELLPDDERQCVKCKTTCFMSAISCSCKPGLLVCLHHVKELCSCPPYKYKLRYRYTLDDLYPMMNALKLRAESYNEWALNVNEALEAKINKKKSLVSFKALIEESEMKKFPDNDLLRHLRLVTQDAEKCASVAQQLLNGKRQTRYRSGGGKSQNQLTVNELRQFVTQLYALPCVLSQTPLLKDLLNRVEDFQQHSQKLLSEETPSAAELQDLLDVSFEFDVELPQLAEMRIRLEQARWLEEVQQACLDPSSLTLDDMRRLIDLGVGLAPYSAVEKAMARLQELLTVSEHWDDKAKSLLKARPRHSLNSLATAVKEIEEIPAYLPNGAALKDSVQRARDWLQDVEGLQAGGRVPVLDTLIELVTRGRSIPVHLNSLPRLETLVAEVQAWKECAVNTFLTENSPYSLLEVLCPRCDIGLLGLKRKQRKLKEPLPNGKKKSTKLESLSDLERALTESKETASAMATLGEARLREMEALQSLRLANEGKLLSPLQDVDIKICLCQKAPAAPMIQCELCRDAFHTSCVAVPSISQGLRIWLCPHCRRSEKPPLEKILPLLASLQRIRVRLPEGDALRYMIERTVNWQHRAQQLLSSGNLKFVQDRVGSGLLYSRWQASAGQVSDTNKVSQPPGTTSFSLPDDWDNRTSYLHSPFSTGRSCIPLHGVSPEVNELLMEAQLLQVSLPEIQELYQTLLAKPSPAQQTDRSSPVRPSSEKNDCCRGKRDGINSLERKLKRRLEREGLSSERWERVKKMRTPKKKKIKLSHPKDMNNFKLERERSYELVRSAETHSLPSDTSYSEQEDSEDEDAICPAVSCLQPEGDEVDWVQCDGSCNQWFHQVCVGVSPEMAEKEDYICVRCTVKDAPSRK
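Here, H3K4me3 peptide (12.5 µM in substrate mix) is demethylated by KDM5BΔAP, 200 nM final, after 10 min compound exposure. Formaldehyde product is coupled through FDH (0.25 U/mL in mix) to NADH fluorescence; 30-min ΔRFU feeds dose-response curves.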
An asterisk follows results filed as active; ? = inconclusive; [ ] = another dose, or the depositor's remark. Potency is the fitted concentration of half-maximal effect. Some of the compounds tested; the hit share may differ from the screen's.

KDM5B inh	compound
22%	Cc1nnc(SCc2c(C(=O)NC3CC3)oc3ccccc23)s1
-11%	CC1CCN(C(=O)c2ccccc2OCC2CCCN(Cc3cccnc3)C2)CC1 (stereo unspecified)
?	Cc1ccc(NC(=O)C(C)n2nnc3sc4c(c3c2=O)CCCC4)cc1Cl (stereo unspecified)
-18%	COc1ccc(NC(=O)c2ccc3c(c2)N(S(=O)(=O)c2ccccc2)CC3)cc1
5%	Cc1c(O)nc(SCC(=O)Nc2nccs2)n(-c2ccccc2F)c1=O
-21%	Cc1[nH]nc(-c2ccc(F)cc2)c1CC(=O)Nc1ccc2c(c1)C(=O)N1CCC[C@H]1C(=O)N2
?	O=C1NCCCCCCN(Cc2ccncc2)[C@@H]2CN(C(=O)c3ccsc3)CC[C@@H]12
-17%	CCOc1ccc(CC(=O)N2CCC[C@H]2c2nc(-c3ccc(OC)cc3)no2)cc1
-19%	COc1ccc(CNC(=O)Cn2nc3n(c2=O)CCCCC3)cc1
2%	Cc1ccc(NC(=O)CN2CCCc3nc(C4CC4)ncc3C2=O)cc1
?	Cc1ncc2n1C(=O)N(C1CCN(Cc3cccn3C)CC1)C2
0%	CCCNC(=O)Cn1ccc2cc(S(=O)(=O)N3CCCCC3)ccc21
-4%[149 µM]	COc1ccc(N2CC3CCC(C2)N3C(=O)c2ccncc2)cc1
14%	O=C(Cc1c[nH]c2ccccc12)N1C[C@@H](CO)[C@H](c2ccccn2)C1
-3%	CCOc1ccccc1OCCN

KDM5B inh	compound
14%	N#C/C(=C\c1c2ccccc2cc2ccccc12)C(=O)NCCc1ccccc1
13%	COc1cccc(CNC(=O)CC2CCN(C(=O)c3[nH]c(C)cc3C)CC2)c1
-5%	COCc1nnc2n1CCC(NC(=O)CCCc1nc3ccccc3s1)CC2 (stereo unspecified)
5%	O=C(Nc1ccccc1OC(F)F)c1ccc2ccccc2n1
33%	CSc1cccc(NC(=O)CNC(=O)C2CCCCC2)c1
1%	O=C(c1nnc(CN2CCN(CCO)CC2)n1-c1ccccc1)N1CCC[C@@H]1C(c1ccccc1)c1ccccc1
?	CCC1=C(C(=O)OC)C(c2ccccc2OC)N2C(CC(=O)NCC3CC3)=CSC2=N1 (stereo unspecified)
?	COCCN1CC(CO)C2(CCN(C3CCN(C(C)=O)CC3)CC2)C1 (stereo unspecified)
-1%	CN(CC(=O)Nc1cccc(F)c1)C(=O)CCc1ncc(-c2ccccc2Cl)o1
-15%	COCC(=O)N[C@@H]1CN(C(=O)c2cccc(C)c2)CC[C@@H]1c1nc(C)no1
0%[86.2 µM]	COCC(=O)N1CC2(Cc3ccccc3N([S+](C)(=O)[O-])C2)C1
?	Cc1c(CC(=O)O)c(=O)oc2c(C)c(OCc3ccc(F)cc3F)ccc12
-2%	CCC(=O)N1CCN(c2nc3c(s2)CC(C(=O)NCc2cccs2)CC3)CC1 (stereo unspecified)
-9%	Cc1ccnc(-n2c(C)cc(/C=N/NC(=O)COc3cccc4cccnc34)c2C)c1
-26%	O=C(Cn1c(=O)n(Cc2ccc3c(c2)OCO3)c(=O)c2oc3ccccc3c21)Nc1ccc(F)cc1

KDM5B inh	compound
?	CCOC(=O)CSc1nc2sc3c(c2c(=O)n1CC)CCCC3
4%	COc1ccc(OC)c(/C=C2\Oc3cc(OC(=O)c4ccc(C(C)(C)C)cc4)ccc3C2=O)c1
9%[86.2 µM]	Cc1cc(OC2CN(C(=O)c3ccccc3F)C2)ccc1F
31%	CC(C)[C@@H]1CN(C(=O)CCCS(N)(=O)=O)C[C@H]1C(=O)O
28µM*	Cc1ccc(-c2nc3cnccn3c2NCCC(=O)N(C)C)cc1
-14%	COc1ccccc1N1CCN(c2nccnc2SCC(=O)Nc2cc(Cl)ccc2C)CC1
?	COc1cccc(COc2ccc3c(C)cc(=O)oc3c2)c1
28µM*	CC(=O)NCC1CCCN(Cc2ccc(-c3ccccc3C#N)o2)C1 (stereo unspecified)
-5%	CCCc1cc(C(=O)N2CC[C@@H](NC(=O)c3cnccn3)[C@H](O)C2)no1
11%	O=C(NCCc1cccnc1)c1ccc2c(c1)CCC2
-20%	O=C(c1ccc(F)cc1)N1CCc2nc(C3CC3)nc(-c3ccc(O)cc3)c2CC1
14%	CCCn1nc(C(=O)OCC(=O)Nc2ccc(Cl)c(C(F)(F)F)c2)c2ccccc2c1=O
?	Cc1ncc(CSc2nccc(=O)[nH]2)c(CO)c1O
-10%	CN(C)S(=O)(=O)c1cccc(C(=O)NCC2COc3ccccc3O2)c1 (stereo unspecified)
-16%	CCCC(=O)NCCc1cccc(F)c1

KDM5B inh	compound
-10%	O=C(Nc1ccc(C2(C(=O)NCC3CC3)CCCCC2)cc1)C1CC1
-8%	COc1ccc(OC(=O)c2nc(SCc3ccccc3C)ncc2Cl)cc1
-14%	Cc1ccc(C)c(NC(=O)CCc2ncc(-c3ccc(F)cc3F)o2)c1
?	CCCN(C(=O)c1cn(CC(C)C)c(=O)c2cc(OC)c(OC)cc12)c1cccc(C)c1
2%	COc1cc(C(=O)N2CCC[C@H]2c2nc(-c3ccccc3Cl)no2)cc(OC)c1OC
-15%	CCc1nn(-c2ccc(F)cc2)c(Oc2ccccc2)c1CCC(=O)NCC1CCCO1 (stereo unspecified)
28%	COc1cc(CNC(=O)c2ccc3c(c2)NC(=O)CS3)ccc1OCc1ccccc1
8%	CCOc1ccc(CCC2CCN(C(=O)Nc3ccccc3)CC2)cc1
?	COc1ccc(OC)c(-c2cc(C(=O)N/N=C/c3ccc(F)cc3)c3ccccc3n2)c1
8%	O=C(CCc1c[nH]c2ccccc12)NCc1ccc(F)cc1
?	COc1ccc(-c2nc(CSCC(=O)NC3CCCCCC3)c(C)o2)cc1OC
-5%	Cn1c(=O)[nH]c(=O)c2c1nc(N1CCNCC1)n2CCCc1ccccc1
?	CCOC(=O)c1cnc2nc(NCc3ccc(OCC)cc3)[nH]n2c1=O
-20%	COc1ccc(-c2nc(CS(=O)(=O)CC(=O)NCc3ccccc3OC)c(C)o2)cc1
28µM*	COc1cc(F)ccc1-c1ccnc2nc(C3CCCCC3)nn12

KDM5B inh	compound
76%[activator][86.2 µM]	COCc1cc(C[C@@H]2CC[C@H](O)[C@@H](CNC3CCCCC3)O2)no1
-23%	Cc1ccc(C(=O)Nc2ccc(OCc3ccccc3)cc2)s1
?	CC(=O)Nc1ccc(NC(=O)c2cc(-c3ccncc3)cn2Cc2ccccc2C)cc1
24%[149 µM]	C#CCNC(=O)C1CCc2nnc(-c3ccc(Cl)nc3)n21 (stereo unspecified)
-6%	COC1CCN(CC2CCCCCN2C(=O)c2ccoc2)CC1 (stereo unspecified)
?	CCCOc1ccc(CNC(=O)Cn2cc3c(n2)-c2c(oc(C(=O)N4CCOCC4)c2C)CC3)cc1
-11%	Cc1csc(NC(=O)c2ccc3c(c2)OCO3)n1
-17%	CCn1nccc1C(=O)NCCC1CCN(C(=O)Nc2ccccc2)CC1
-23%	O=C(CCNc1cccc(Br)c1)c1cc2ccccc2o1
-4%	O=C(Cc1ccc(-c2ccccc2)cc1)NCCS(=O)(=O)N1CCN(c2cccc(Cl)c2)CC1
1%	CCn1ncc(N2CCC(NC(=O)c3ccc(OC)cc3)CC2)cc1=O
?	COc1ccc(NC(=O)c2ccc3c(c2)N(C)C2CCCCN2C3=O)cc1 (stereo unspecified)
391%[activator]	Cc1ccc(C)c(NC(=O)c2cc(S(=O)(=O)NCCC3=CCCCC3)ccc2F)c1
?	COc1ccc(CN2CCN(c3cc(N(C)C)ncn3)CC2CCO)c(C)c1C (stereo unspecified)
?	CCOc1ccc(CNC(=O)c2ccc3nc(CC)c(CC)nc3c2)cc1

KDM5B inh	compound
-9%	CCOC(=O)Cn1c(=O)n(C2CCCCC2)c2nc(-c3cccc(C)c3)nc(C(N)=O)c21
-2%[86.2 µM]	Cn1nccc1C(=O)N1CC(COc2ccccc2)C2(C1)CN(c1ccccc1)C2 (stereo unspecified)
-1%	Cc1c(N2C(=O)C3C4C=CC(C4)C3C2=O)c(=O)n(-c2ccccc2)n1C (stereo unspecified)
?	CCn1cc(C(=O)NCc2ccccc2)c(=O)c2cc(S(=O)(=O)N3CCc4ccccc4C3)ccc21
9%	CCN1CCN(C(=O)c2ccc(OC3CCN(CCc4ccccc4)CC3)cc2)[C@@H](C)C1=O
19%	CC(C)(C)NC(=O)CSc1ncc(-c2ccc(F)cc2)o1
14%	CC(=O)c1cccc(NC(=O)Cc2nn(C)c(=O)c3ccccc23)c1
-22%	COC(=O)C1CCN(CC(O)COc2cccc(CN3CC=C(C)CC3)c2)CC1 (stereo unspecified)
-12%	CN(C(=O)CSc1nnc(-c2ccc([N+](=O)[O-])cc2)o1)C1CCCCC1
-15%	COc1ccc(C(=O)N2CCC3(CC2)OCC(C(=O)NC(C)C)N3C(=O)c2ccc(OC)cc2)cc1 (stereo unspecified)
?	CC(C)C(OC(=O)C1=Cc2ccccc2OC1)C(=O)NCC1CCCO1 (stereo unspecified)
-21%	COc1ccc(Cn2c(=O)c3oc4ccccc4c3n(Cc3ccc(Cl)cc3)c2=O)cc1
22%	COCCN1C(=O)CSC12CCN(C(=O)Nc1cccc(Cl)c1Cl)CC2
-6%	COc1cc(Cl)c(C)cc1NC(=O)c1cn(C2CCCC2)c(=O)c2c1c1ccccc1n2C
9%	COc1ccc(S(=O)(=O)Nc2ccccc2C(=O)N2CCOCC2)cc1F

Marked active in KDM5B inh, of those listed so far:
KDM5B inh	compound
28µM*	Cc1ccc(-c2nc3cnccn3c2NCCC(=O)N(C)C)cc1
28µM*	CC(=O)NCC1CCCN(Cc2ccc(-c3ccccc3C#N)o2)C1 (stereo unspecified)
28µM*	COc1cc(F)ccc1-c1ccnc2nc(C3CCCCC3)nn12

The list continues.
KDM5B inh	compound
2%	COc1cc(CN(C(=O)c2cccc(Cl)c2)c2ccccn2)cc(OC)c1OC
18%	COc1ccc(C(=O)NCCC2CCN(C(=O)Nc3cc(F)cc(F)c3)CC2)cc1
-7%	COc1nc(C)ccc1-c1noc(-c2cccs2)n1
-16%	CCOC(=O)c1c(S(=O)(=O)N2CCCC(C(=O)NCc3cccc(OC)c3)C2)c(C)n(C)c1C (stereo unspecified)
-6%	C/C(=N/NC(=O)c1cccs1)c1cccs1
15%	CCOc1ccc(S(=O)(=O)N2CCC(C(=O)N3CCCCCC3)CC2)cc1Cl
-28%[86.2 µM]	COc1ccccc1N1CCCc2ncc(C(=O)Nc3cccnc3)cc21
40µM*	CN1CCOc2c(C(=O)NCc3cccnc3)cc(-c3ccc(CO)cc3)cc21
12%	O=C(CCn1ccc2cc(S(=O)(=O)N3CCCC3)ccc21)NCc1ccccc1Br
?	Fc1ccc(NCc2cccn2-c2nnc(N3CCOCC3)s2)cc1
-6%	NC(=O)c1n[nH]c2c1CN(CC1(O)CNCCOC1)CC2 (stereo unspecified)
13%	Cc1ccccc1NC(=O)CSc1nnc(C)n1-n1cccc1
-22%	CCc1ccc2nc(N(Cc3cccnc3)C(=O)Cc3ccccc3)sc2c1
?	CCN1CCN(C(=O)c2ccc3nc(-c4ccccc4)c(-c4ccccc4)nc3c2)CC1
16%	CCOC(=O)c1cc(CC)sc1NC(=O)Cn1nnc(-c2ccccc2)n1

KDM5B inh	compound
-16%	CCOc1ccc(CCNC(=O)c2nnc(Cc3ccc(Cl)cc3Cl)o2)cc1OCC
11%	CCn1c(CC(=O)Nc2ccc(F)cc2)nnc1SCC(=O)Nc1ccc2ccccc2c1
16%	COc1nc2cc(C)c(C)cc2nc1C(=O)Nc1cc(C)cc(C)c1
?	Cc1c(C)c2ccc(OCC(=O)NCc3ccncc3)cc2oc1=O
9%	CCOc1ccc(C(=O)Nc2ccc3nc(SCC(=O)N(C)c4ccccc4)sc3c2)cc1
-2%	CSc1ccc(CN(C)C(=O)C(c2ccccc2)c2ccccc2)cc1
?	Cc1ccc(NC(=O)Cn2c(=O)n(-c3ccccc3)c(=O)c3ccc(C(=O)NCc4ccc5c(c4)OCO5)cc32)c(C)c1
7%[115 µM]	O=c1n(-c2ccc(C(F)(F)F)cc2)nc2n1CCN([S+](=O)([O-])c1ccccc1)C2
-17%	Cc1cc2nc3n(c(=O)c2n1CC(=O)Nc1ccccc1Cl)CCCCC3
0%	CC(C)(C)c1ccc(OCC(=O)Nc2onc3c2CCCC3)cc1
?	O=c1n(-c2ccc(F)cc2F)nc2n1CCN(Cc1ccc(C(F)(F)F)cc1)C2
-19%	CCOCCc1nnc(NC(=O)C(=O)c2cc(C)n(-c3ccc(C)c(C)c3)c2C)s1
-1%	O=C(CN1C(=O)NC2(CCOCC2)C1=O)NCc1ccc(Cl)cc1
4.5µM*	COc1ccccc1CNC(=O)CCC[C@H]1NC[C@@H]2C[C@H]1CN(Cc1ccccc1)C2
16%	Fc1ccccc1-n1c(C23CC4CC(CC(C4)C2)C3)n[nH]c1=S
15%	FC(F)(F)c1cn2cc(Cl)ccc2n1

Among those listed so far, 13 have an aryl thioether with sulfur outside any ring:
KDM5B inh	compound
22%	Cc1nnc(SCc2c(C(=O)NC3CC3)oc3ccccc23)s1
5%	Cc1c(O)nc(SCC(=O)Nc2nccs2)n(-c2ccccc2F)c1=O
33%	CSc1cccc(NC(=O)CNC(=O)C2CCCCC2)c1
?	CCOC(=O)CSc1nc2sc3c(c2c(=O)n1CC)CCCC3
-14%	COc1ccccc1N1CCN(c2nccnc2SCC(=O)Nc2cc(Cl)ccc2C)CC1
?	Cc1ncc(CSc2nccc(=O)[nH]2)c(CO)c1O
-8%	COc1ccc(OC(=O)c2nc(SCc3ccccc3C)ncc2Cl)cc1
19%	CC(C)(C)NC(=O)CSc1ncc(-c2ccc(F)cc2)o1
-12%	CN(C(=O)CSc1nnc(-c2ccc([N+](=O)[O-])cc2)o1)C1CCCCC1
13%	Cc1ccccc1NC(=O)CSc1nnc(C)n1-n1cccc1
11%	CCn1c(CC(=O)Nc2ccc(F)cc2)nnc1SCC(=O)Nc1ccc2ccccc2c1
9%	CCOc1ccc(C(=O)Nc2ccc3nc(SCC(=O)N(C)c4ccccc4)sc3c2)cc1
-2%	CSc1ccc(CN(C)C(=O)C(c2ccccc2)c2ccccc2)cc1
